NALP1 inh: inhibitors of NALP1 inflammasome in yeast; S. cerevisiae NALP1/ASC/caspase-1 growth, X-gal OD620, 72 h; inhibition, % at 10 µM; 280,000 compounds, 0.61% hits; in the data active = inhibition mostly above about 24%, no sharp cut-off; inactive = mostly below about 32%; note: some compounds called inactive have numbers as strong as hits
p-CIP stab down: p/CIP protein destabilization. Q05BA5. F442A p/CIP-EGFP cells, EGFP fluorescence, 16 h. decrease of EGFP signal, % at 10 µM. 290,000 compounds, 0.01% hits;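 active = EGFP signal decrease of at least 30% at 10 µM or well 3 SD below plate mean, unless failing retest; inactive = the rest, including hits failing retest or dose response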; note: some compounds called inactive have numbers as strong as hits; many of its hits are not listed in these tables
IDE cell inh: inhibits human insulin-degrading enzyme in HEK cells; P14735; inhibition, % at 5.59 µM; FAbetaB cleavage, fluorescence polarization; 320,000 compounds, 0.41% hits; AID 434962;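 active = percent inhibition above the average of all tested compounds plus 3 SD, set per screening campaign, cut at about 16% in these data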;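 note: IDE supplied by intact live HEK cells; FP after avidin binding of uncleaved biotin substrate so inhibition keeps polarization high; 0% = DMSO wells and 100% = 60 µM reference IDE inhibitor Ii1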
MEKK2 WT-MEK5: raises or lowers MEK5 binding to wildtype human MEKK2 PB1 domain | binding response (% of control), % at 10 µM | Q9Y2U5 | 290,000 compounds, 1.1% hits | AID 1531 | bead flow cytometry, Alexa488-MEK5 binding to MEKK2 WT; actives lie on both sides; in the data active = binding response below about 67% or above about 130%
IDE cell activ: IDE (human) activation, cell-based; HEK cells, FAbeta-B cleavage, fluorescence polarization; 0% vehicle, 100% cell-free pure enzyme wells; activation, % at 5.96 µM; 340,000 compounds, 0.073% hits;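 active = activation above the mean of all tested compounds plus 3 SD, set per screening campaign, cut at about 17% in these data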
MEKK3 PB1 HTS: raises or lowers MEK5 binding to the human MEKK3 PB1 domain | Q99759 | bead-based flow cytometry, Alexa488-MEK5 binding to MEKK3; actives lie on both sides; 0 = blocked by unlabeled MEK5, 100 = vehicle | binding response (% of control), % at 10 µM | 290,000 compounds, 1.4% hits | AID 1529;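 active = binding response more than 3 SD above or below the average of its plate-row segment, actives on both sides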;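 note: Alexa488 bead fluorescence after subtracting the streptavidin-only scavenger bead signal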
Target sequence (Q99759 whole entry, looked up, the tested form may be a part): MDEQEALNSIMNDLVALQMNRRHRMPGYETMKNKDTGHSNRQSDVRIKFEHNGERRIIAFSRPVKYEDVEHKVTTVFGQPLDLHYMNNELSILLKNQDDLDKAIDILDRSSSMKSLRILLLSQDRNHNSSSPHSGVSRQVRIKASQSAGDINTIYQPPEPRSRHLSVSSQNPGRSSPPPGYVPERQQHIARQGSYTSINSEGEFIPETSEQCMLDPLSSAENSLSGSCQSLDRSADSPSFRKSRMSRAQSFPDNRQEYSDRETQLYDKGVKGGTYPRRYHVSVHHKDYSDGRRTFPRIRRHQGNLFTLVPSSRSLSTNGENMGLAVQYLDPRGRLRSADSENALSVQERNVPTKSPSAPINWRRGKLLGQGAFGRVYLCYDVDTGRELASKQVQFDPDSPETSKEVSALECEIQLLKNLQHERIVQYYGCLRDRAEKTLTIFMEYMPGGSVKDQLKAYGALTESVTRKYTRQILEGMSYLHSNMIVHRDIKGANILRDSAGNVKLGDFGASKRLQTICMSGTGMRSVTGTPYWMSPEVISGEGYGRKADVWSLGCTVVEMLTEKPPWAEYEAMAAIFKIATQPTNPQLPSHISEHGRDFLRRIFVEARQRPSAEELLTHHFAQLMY
M18AAP inhibitor: PfM18AAP enzyme inhibition; AID 1822; inhibition, % at 7.35 µM; 290,000 compounds, 1.2% hits; recombinant PfM18AAP, H-Glu-NHMec fluorogenic cleavage;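 active = inhibition above the campaign mean inhibition over all tested compounds plus 3 SD, cut at about 28% in these data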;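 note: 0% = plate median of test compound wells and 100% = 2 mM ZnCl2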
MEKK2 mut-MEK5: signal of MEK5 binding to mutant human MEKK2 PB1 domain. bead flow cytometry, Alexa488-MEK5 binding to MEKK2 mutant. percent response, % at 10 µM. 290,000 compounds, 0.35% hits; in the data active = percent response above about 24%, passing the limit was not always enough; note: inactives centre near 1; some results filed as inactive read as strong as hits; reference of the scale not given here
UBC9 SUMO inh: blocks human SUMOylation mediated by UBC9 | HTRF SUMOylation assay, SAE1/SAE2 + UBC9, in vitro | AID 2006 | inhibition, % at 35 µM | P63279 | 290,000 compounds, 0.36% hits; in the data active = inhibition above about 50%, passing the limit was not always enough; note: strong numbers were not always called active
Target sequence (P63279 whole entry, looked up): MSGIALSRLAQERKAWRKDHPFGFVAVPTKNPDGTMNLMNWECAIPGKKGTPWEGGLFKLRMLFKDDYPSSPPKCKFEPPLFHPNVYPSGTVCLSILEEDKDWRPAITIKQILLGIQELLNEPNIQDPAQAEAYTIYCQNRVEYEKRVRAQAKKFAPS
Active calls of the source: *; x = no result given; [ ] = dose if it differs, or a comment.

SMILES | NALP1 inh | p-CIP stab down | IDE cell inh | MEKK2 WT-MEK5 | IDE cell activ | MEKK3 PB1 HTS | M18AAP inhibitor | MEKK2 mut-MEK5 | UBC9 SUMO inh
COCCN(C(=O)CCC(=O)Nc1cc(C)on1)C(C(=O)NC1CCCC1)c1ccc(C)cc1 (stereo not given) | 9 | -19 | -4 | 102 | 4 | 101 | -9 | 7 | 20
CC(=O)c1cccc(NC(=O)N2CCCC2C(=O)Nc2cccc(C)c2)c1 (stereo not given) | 16 | 1 | 1 | x | 0 | x | -4 | x | 22
Cc1ccc(Nc2ccc(C(N)=O)cc2[N+](=O)[O-])cc1C | 16 | -10 | 4 | 101 | 1 | 106 | 0 | 3 | -11
O=C(N/N=C/c1ccccc1[N+](=O)[O-])c1ccc(CN2CCOCC2)cc1 | 16 | 0 | -2 | 101 | -2 | 113 | -2 | -1 | 10
CCOC(=O)c1cc(C(=O)OCC)c2cccc(C)n2c1=O | x | -3 | 2 | 104 | 0 | 104 | -5 | 4 | -3
CCCNC(=O)c1ccc(S(=O)(=O)c2ccc(OC)cc2)c([N+](=O)[O-])c1 | -3 | -3 | -1 | 103 | 2 | 104 | 3 | 1 | 9
CCOC(=O)CN(C(=O)COc1nc(-c2ccccc2)cc(C)c1C#N)c1ccc(C)cc1 | -9 | 4 | -3 | 93 | 3 | 103 | -2 | -3 | 5
CC(=O)c1ccc(NC(=O)C(C)OC(=O)C2CC(=O)N(c3ccc4c(c3)OCCO4)C2)cc1 (stereo not given) | 6 | 5 | -4 | 106 | 5 | 101 | 1 | 4 | -3
CCn1c(SCCOc2ccc(OC)cc2)nnc1C(CO)NC(=O)c1ccc(OC)cc1 (stereo not given) | x | 3 | 6 | 103 | -5 | 102 | 4 | 6 | -21
Cn1cc(C(=O)NS(=O)(=O)Nc2ccc(Br)cn2)c2ccccc21 | 11 | 17 | 3 | 99 | 12 | 101 | 1 | 0 | -8
Cc1ccccc1SCC(=O)N/N=C/c1ccc(F)cc1 | 11 | 10 | -2 | 102 | 1 | 104 | -3 | 6 | -1
O=C1CC(=O)c2c1cccc2[N+](=O)[O-] | x | 4 | x | 91 | x | 99 | 34* | -4 | 27
CCOC(=O)C1CCCN(Cc2ccccc2OCC)C1 (stereo not given) | 18 | -16 | 0 | 99 | 0 | 98 | 1 | -3 | 11
CCNCCNC(=O)c1c(O)c2ccccc2n(CC)c1=O | 17 | 2 | -3 | 105 | -1 | 103 | -7 | 3 | 4
CC(C)c1ccc(NC2CCCN(C(=O)c3ccccc3-c3ncc[nH]3)C2)cc1 (stereo not given) | -18 | -9 | 0 | 104 | 7 | 99 | 11 | 4 | -3
O=c1[nH][nH]c2cc(=O)n(-c3ccc(Cl)cc3)nc12 | 0 | 1 | -3 | 99 | 1 | 96 | 9 | -4 | 9
Cc1nnnn1/C(=C\c1ccccc1)C(=O)OCC(=O)NC(C)(C)C | x | 5 | -3 | 103 | -4 | 118 | -3 | 0 | 4
Cc1ccc(S(=O)(=O)N2CCN(C)CC2)c2nsnc12 | 17 | -3 | 0 | 90 | 0 | 97 | -12 | -8 | -2
CC1CCOC(c2coc3ccccc3c2=O)O1 (stereo not given) | -4 | -4 | -11 | 102 | -4 | 111 | -1 | -2 | -11
c1ccc(-c2ccc(-c3nc(-c4ccncc4)no3)cc2)cc1 | 10 | -14 | -2 | 98 | -4 | 101 | -5 | 0 | 0
C=CCN1CCN(c2ccncc2S(=O)(=O)N2CCCCC2)CC1 | 14 | -8 | 4 | 106 | -5 | 103 | -2 | 6 | 24
CCOc1ccc(NC(=O)COC(=O)CCCc2c[nH]c3ccccc23)cc1 | 22 | -2 | 7 | 106 | 4 | 88 | -6 | -5 | -18
CC1CCN(C(=O)CC2C(=O)Nc3c2c(=O)n(C)c(=O)n3Cc2ccccc2)CC1 (stereo not given) | 21 | -3 | 4 | 113 | 1 | 107 | 0 | 6 | -10
COc1cc(NS(=O)(=O)c2ccc(OC)c(C)c2C)c(OC)cc1Cl | 14 | -14 | 5 | 96 | 3 | 99 | 1 | -3 | 4
O=c1c2c3c(sc2nc2n1CCC2)CCCCC3 | 2 | -2 | 8 | 90 | 0 | 99 | 1 | -11 | 14
O=C(CNC(=O)c1ccccc1Br)N/N=C/c1ccc(O)cc1 | 12 | -4 | 1 | 98 | 0 | 98 | 0 | 0 | -2
CCc1ccccc1NS(=O)(=O)c1ccc2[nH]cc(C(=O)NCC3CCCO3)c(=O)c2c1 (stereo not given) | 6 | 0 | 0 | 99 | 4 | 101 | 4 | -2 | 22
COc1ccc(-c2nn(-c3ccccc3)cc2/C=N/NC(=O)c2cccc(S(=O)(=O)Nc3ccccc3OC)c2)cc1 | 9 | -7 | 10 | 99 | -2 | 96 | 2 | -1 | 13
Cn1c(=O)c2c(ncn2CC(=O)N2CCN(c3ccccc3)CC2)n(C)c1=O | -12 | -18 | 3 | 123 | 4 | 113 | -5 | 12 | -8
COc1cc2c(cc1OC)C1(C)N(CC2)C(C(C)=O)=NN1c1ccc(Cl)cc1 (stereo not given) | 15 | 7 | -1 | 90 | x | 89 | -6 | -15 | 21
C/C=N\NC(=O)CNC(=O)CNC(=O)c1ccccc1 | 0 | 5 | -2 | 100 | 7 | 100 | -5 | -4 | 1
COc1ccc(CCCC(=O)NC2CCCCC2)cc1 | 0 | 0 | 5 | 103 | 9 | 101 | -3 | 4 | -5
CCN(C(=O)c1cccs1)c1nnc(-c2ccncc2)s1 | 5 | 3 | 1 | 107 | 10 | 107 | 1 | 4 | -8
CCOc1[nH]n(-c2ccccc2)c(=O)c1C=NCc1ccncc1 | -4 | 6 | 2 | 99 | -2 | 99 | -7 | -2 | 9
CC(NC(=O)c1ccccc1)C(=O)OCC(=O)N1c2ccccc2Sc2ccccc21 (stereo not given) | 25 | -4 | -5 | 96 | 6 | 102 | -10 | -2 | 4
COc1ccc(Br)cc1C(=O)Nc1ccccc1N1CCN(C(=O)c2ccccc2)CC1 | -27 | -13 | 0 | 89 | 0 | 96 | 0 | -11 | 0
CCCS(=O)(=O)c1nc(S(=O)(=O)c2ccc(C)cc2)c(NCCCn2ccnc2)s1 | -16 | -17 | 2 | 111 | -5 | 104 | 10 | 6 | x
O=C1CCC(C(=O)N2CCC(CCO)CC2)CN1Cc1ccc(Cl)cc1 (stereo not given) | 5 | -7 | 5 | 100 | 2 | 104 | 5 | 0 | -1
COCCn1c(=O)[nH]c2cc(C(=O)N3CCN(c4cccc(C)c4C)CC3)ccc2c1=O | 2 | -11 | 0 | 102 | -1 | 101 | 4 | 1 | -2
CCC(=O)OCCNc1cc(Sc2nc3ccccc3[nH]2)c2nonc2c1[N+](=O)[O-] | 28 | -2 | 11 | 102 | -33 | 120 | -62 | 0 | 36

Among those listed so far, two contain a thiophene ring, fused or not.
SMILES | NALP1 inh | p-CIP stab down | IDE cell inh | MEKK2 WT-MEK5 | IDE cell activ | MEKK3 PB1 HTS | M18AAP inhibitor | MEKK2 mut-MEK5 | UBC9 SUMO inh
O=c1c2c3c(sc2nc2n1CCC2)CCCCC3 | 2 | -2 | 8 | 90 | 0 | 99 | 1 | -11 | 14
CCN(C(=O)c1cccs1)c1nnc(-c2ccncc2)s1 | 5 | 3 | 1 | 107 | 10 | 107 | 1 | 4 | -8

New compounds follow
SMILES | NALP1 inh | p-CIP stab down | IDE cell inh | MEKK2 WT-MEK5 | IDE cell activ | MEKK3 PB1 HTS | M18AAP inhibitor | MEKK2 mut-MEK5 | UBC9 SUMO inh
Cc1cccc(N2CCN(C(=O)COc3cccc4c3OC(C)(C)C4)CC2)c1C | 27 | -5 | 1 | 110 | 0 | 108 | 5 | 26 | -18
COc1ccc(-n2c(Cc3cccn3C)nnc2SCC(=O)Nc2nc(C)cs2)cc1 | 3 | -1 | 4 | x | 2 | x | 3 | x | 2
COC(=O)c1cc(NC(=O)Cc2coc3cc(OC)ccc23)cc(C(=O)OC)c1 | 16 | 1 | 11 | 92 | -5 | 92 | 4 | -6 | -15
COC(=O)c1ccc(/C=C2\Oc3ccccc3NC2=O)cc1 | 5 | -11 | 1 | 99 | -1 | 102 | -8 | -1 | 45
COc1ccc(S(=O)(=O)NCCN2CCOCC2)cc1Br | 23 | -3 | 1 | 104 | 0 | 103 | -2 | 2 | 5
CCn1c(NC(C)=O)c(-c2ccccc2Cl)c(=O)c2ccccc21 | 13 | -4 | 3 | 104 | -7 | 104 | -8 | 2 | 14
Cc1c(C(=O)N2CCCCC2)c(S(=O)(=O)N2c3ccccc3CC2C)c(C)n1C (stereo not given) | 2 | 2 | 4 | 106 | 1 | 102 | 0 | 2 | 2
C=CCN=C1CCCc2c1[nH]c1ccc(C)cc21 | 10 | 7 | 0 | 103 | -1 | 95 | 2 | -38 | 23
Cc1cc(C)c2nc3s/c(=C/c4ccccc4)c(=O)n3c2c1 | -2 | 1 | x | 109 | x | 103 | -31 | 3 | 17
CCCC(=O)N=c1sc2c(OC)ccc(OC)c2n1C | 12 | -8 | -4 | 96 | 5 | 96 | -9 | -3 | 16
CCc1ccc(S(=O)(=O)NC(CC(=O)O)c2ccccc2)cc1 (stereo not given) | 21 | -6 | -2 | 101 | 3 | 100 | -3 | -2 | 8
N#Cc1nc(-c2ccccc2)oc1N1CCCCC1 | 10 | 10 | -2 | 103 | 4 | 101 | -3 | 4 | -7
CC(CN1CCCC1)OC(=O)c1cccc(F)c1 (stereo not given) | 17 | -9 | -1 | 106 | -4 | 106 | -16 | 5 | 12
COc1ccc(-n2c(C)cc(C(=O)COC(=O)c3cc(OC)c(OC)cc3NC(=O)c3cccs3)c2C)cc1 | 38 | 2 | 6 | 108 | 1 | 105 | 6 | 17 | 9
OCCSc1nnc(Nc2ccccc2)s1 | 5 | -17 | 11 | 103 | -26 | 101 | -6 | 7 | 25
Cc1cccc(C)c1N1CCN(C(=O)N2CCCCC2)CC1 | 13 | -13 | -4 | 98 | 0 | 102 | 2 | -1 | 8
COc1cc(CN2CCN(c3ccccc3C)CC2)cc([N+](=O)[O-])c1O | 11 | 10 | 9 | 49*[inhibitor] | 6 | 62*[inhibitor] | 6 | -16 | 4
CCOC(=O)c1c(CSC(=N)N)n(-c2ccccc2)c2cc(Br)c(OC(C)=O)cc12 | 2 | 4 | -4 | 143* | 0 | 102 | -1 | 22 | -1
COc1ccc(N2Cc3ccccc3/C2=N\C(=O)Nc2ccccc2)cc1 | 8 | 8 | -2 | 97 | 0 | 99 | -1 | -2 | 14
CCOC(=O)CN1C(=O)C(=O)N(Cc2c(Cl)cccc2Cl)C1=O | -1 | -31 | 9 | 99 | 2 | 102 | -1 | 3 | 23
O=C(Cn1nnc(-c2cccs2)n1)Nc1ccccc1C(F)(F)F | 0 | -14 | 0 | 103 | 0 | 107 | 1 | -1 | 20
O=C(NCC1COc2ccccc2O1)c1ccco1 (stereo not given) | -4 | -10 | -1 | 101 | 0 | 100 | 8 | 6 | -7
C(=N\N1CCOCC1)/c1nc(-c2ccccc2)n2ccccc12 | -2 | -13 | 2 | 99 | 6 | 104 | 5 | -3 | 22

Complete entries, looked up by structure. Screens in order: NALP1 inh	p-CIP stab down	IDE cell inh	MEKK2 WT-MEK5	IDE cell activ	MEKK3 PB1 HTS	M18AAP inhibitor	MEKK2 mut-MEK5	UBC9 SUMO inh
O=C(NCC1COc2ccccc2O1)c1ccco1 (stereo not given) in the list: -4	-10	-1	101	0	100	8	6	-7
CCc1ccc(S(=O)(=O)NC(CC(=O)O)c2ccccc2)cc1 (stereo not given) in the list: 21	-6	-2	101	3	100	-3	-2	8
COc1ccc(N2Cc3ccccc3/C2=N\C(=O)Nc2ccccc2)cc1 in the list: 8	8	-2	97	0	99	-1	-2	14

Bioassay records: PubChem, several laboratories

An excerpt; rates above refer to the full screens.
